Bioassay records deposited in PubChem BioAssay by several laboratories.
S1P4 antag – human S1P4 receptor antagonism; inhibition, % at 4.98 µM; S1P4-expressing cells, antagonist mode, reporter read-out; O95977; hit rate 0.26% among 220,000; in the data active = inhibition above about 29%;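 also: 0% = wells stimulated with agonist and 100% = vehicle wells without agonist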
NPY-Y2 PAM-ag – potentiators or agonists of human neuropeptide Y receptor Y2. P49146. cells expressing NPY-Y2, potentiator/agonist read-out. activation, % at 3.6 µM. hit rate 0.45% among 220,000; in the data active = activation above about 27%;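 also: cells stimulated with NPY near EC25 plus isoproterenol at EC100; 0% = vehicle plus submaximal agonist and 100% = vehicle plus saturating agonist; some results beyond the cut were filed as inactive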
NPY-Y1 antag – blocks the human neuropeptide Y Y1 receptor; P25929; HEK293-CNG Y1 cells, membrane potential fluorescence; NPY at EC95, then isoproterenol; inhibition, % at 3.6 µM; hit rate 1% among 200,000;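 active = inhibition above the campaign mean inhibition of all tested compounds plus 3 SD, cut at about 20% in these data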;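 also: 0% = DMSO wells given NPY plus isoproterenol and 100% = isoproterenol alone without NPY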
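Material: HEK293 Y1/CNG channel cell line; also added: NPY (25 nM), isoproterenol (1 µM), Ro 20-1724 (25 µM); doses: one concentration, 3.6 µM, in 0.4% DMSO; schedule: compound incubation 1 h at room temperature, readout 45 min post-stimulation; technique: membrane potential fluorescence; measure: fluorescence ratio normalized to % inhibition between controls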
NPY-Y1 PAM-ag – potentiates or activates human NPY-Y1 receptor; P25929; NPY-Y1 expressing cells, potentiator/agonist activation; activation, % at 3.6 µM; hit rate 0.37% among 220,000; AID 1304; in the data active = activation above about 33%, passing the limit was not always enough;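 also: cells stimulated with NPY at EC10 then isoproterenol at EC100; 0% = low agonist plus stimulus and 100% = saturating agonist plus stimulus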
EP2 mod – modulators of human EP2 prostaglandin E2 receptor; P43116; EP2-expressing cells, cAMP HTRF FRET, PGE2 co-stimulation; induction, % at 25 µM; hit rate 0.83% among 260,000; AID 940;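 active = compounds whose cAMP rise, as percent of the full-agonist control response, exceeds 60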;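 also: rat C6 glioma line stably carrying human EP2 under a CMV promoter; the protocol text gives 20 µM as final concentration; 100% = response of wells given 1 µM PGE2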
eIF4E-4G inh – blocks eIF4E binding to eIF4G | inhibition, % at 21.7 µM | P63073+Q04637 | TR-FRET eIF4E-eIF4GI(517-606) binding, 2 h | hit rate 0.37% among 220,000 | AID 782;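 active = inhibition above about 30%, limit read from the data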;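 also: 0% = full FRET control wells and 100% = background wells lacking eIF4GI fragment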
p97 inhibitor – blocks human p97 ATPase activity. hit rate 0.42% among 220,000. inhibition, % at 8 µM. recombinant p97 ATPase, Kinase-Glo ATP luminescence, 3 h; in the data active = inhibition above about 15%;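 also: 0% = DMSO vehicle and 100% = wells lacking enzyme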
Target sequence (P55072 whole entry, looked up): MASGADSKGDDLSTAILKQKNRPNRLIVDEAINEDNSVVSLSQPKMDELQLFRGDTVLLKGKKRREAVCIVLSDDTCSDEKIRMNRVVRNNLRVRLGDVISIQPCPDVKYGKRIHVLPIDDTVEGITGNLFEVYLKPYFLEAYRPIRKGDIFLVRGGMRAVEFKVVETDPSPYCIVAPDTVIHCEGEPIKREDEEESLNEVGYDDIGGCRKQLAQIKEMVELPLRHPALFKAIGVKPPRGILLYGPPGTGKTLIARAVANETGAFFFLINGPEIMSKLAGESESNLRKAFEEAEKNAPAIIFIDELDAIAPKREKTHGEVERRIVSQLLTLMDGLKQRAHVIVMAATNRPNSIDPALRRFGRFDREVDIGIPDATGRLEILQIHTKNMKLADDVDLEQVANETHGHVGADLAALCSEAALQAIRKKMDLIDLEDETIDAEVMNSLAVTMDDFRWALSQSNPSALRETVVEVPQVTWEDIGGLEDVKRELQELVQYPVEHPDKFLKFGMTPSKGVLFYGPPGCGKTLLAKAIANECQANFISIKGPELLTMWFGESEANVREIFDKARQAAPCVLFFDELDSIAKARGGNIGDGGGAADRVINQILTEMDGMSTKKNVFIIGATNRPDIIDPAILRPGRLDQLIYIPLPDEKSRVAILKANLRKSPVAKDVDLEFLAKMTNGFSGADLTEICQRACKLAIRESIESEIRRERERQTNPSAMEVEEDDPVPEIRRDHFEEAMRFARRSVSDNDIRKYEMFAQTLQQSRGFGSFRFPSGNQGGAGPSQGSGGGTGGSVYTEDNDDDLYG
S1P4 ag – agonists of human S1P4 receptor; S1P4-expressing cell line, agonist reporter assay; activation, % at 4.98 µM; hit rate 0.35% among 220,000; in the data active = activation above about 11%;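 also: 0% = DMSO vehicle and 100% = reference agonist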
PGE2 EP2 inh – blocks the human prostaglandin E2 receptor EP2 | P43116 | C6 glioma cells expressing human EP2, cAMP TR-FRET; cells stimulated with saturating PGE2 | inhibition, % at 25 µM | hit rate 0.52% among 260,000 | AID 1422;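 active = percent inhibition above 40 after rounding to a whole number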;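 also: rat C6 glioma host cells with rolipram phosphodiesterase inhibitor present; the protocol text gives 20 µM as final concentration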
An asterisk follows results filed as active; nt = no result given; & = joins results of further samples; [ ] = remark or other dose.

SMILES	S1P4 antag	NPY-Y2 PAM-ag	NPY-Y1 antag	NPY-Y1 PAM-ag	EP2 mod	eIF4E-4G inh	p97 inhibitor	S1P4 ag	PGE2 EP2 inh
O=C(CCOc1ccccc1)N1CCN(S(=O)(=O)c2cccs2)CC1	-7	1	3	19	-6	4	-4	-3.0	7
CC1CN(C(=O)c2cc3c(=O)n4ccccc4nc3s2)CC(C)O1 (stereo not given)	-20	-9	-1	-17	nt	nt	-3	0.4	11
CC(=O)N(c1cccc(Br)c1)c1nc(C)cc(C)c1C#N	8	10	nt	30	6	0	2	0.1	12
COc1cccc(C2C3=C(CC(C)(C)CC3=O)Nc3cc(OC)c(OC)cc32)c1 (stereo not given)	-12	-22	20	-13	8	0	6	0.9	7
CCOC(=O)c1c(NC(=O)C(=O)N/N=C/c2ccc(O)c(OC)c2)sc2c1CCCCC2	-10	-2	1	-13	-4	3	5	1.7	13
Brc1ccc(-c2csc(N/N=C/c3ccco3)n2)cc1	-9	1	-2	-2	-38	0	2	-0.4	12
Cc1cc(C)n(-c2nc(SCCN(C)C)c3c4c(sc3n2)CCCC4)n1	-19	-53	92*	-181	-2	-2	-6	-1.1	13
O=C(CN1CCC(n2nnc3cc(F)ccc32)CC1)NCc1ccco1	-3	8	-2	6	-7&-3	8	2	2.6	2&6
Cc1ccc(O)c(C(CC(=O)N2CCCC2)c2ccccc2)c1 (stereo not given)	5	0	-4	3	5	2	-1	3.2	9
O=C(CSc1ccccc1F)NC1CCS(=O)(=O)C1 (stereo not given)	-20	-10	-5	3	15	2	-1	-1.0	4
COc1ccc(CCNC(=O)C23CCC(C)(C(=O)C2=O)C3(C)C)cc1OC (stereo not given)	-2	-1	0	1	8	-2	4	2.9	3
CCCNc1nc2ccccc2c(=O)[nH]1	-6	-2	7	-5	26	2	4	-1.2	10
CC(C)N1CCC(N2CCN(C3CCCC3)CC2CCO)CC1 (stereo not given)	-42	-5	-4	3	0	-2	1	1.1	3
Cc1ccc(S(=O)(=O)N2CCC(C)CC2)c([N+](=O)[O-])c1	8	9	-6	4	20	2	0	-1.8	6
O=C(NCc1ccc2c(c1)OCO2)c1cc(-c2cc(Cl)ccc2O)n[nH]1	-5	-16	nt	-43	-52	3	2	2.4	15
Cc1ccc(-c2cc(-c3ccccc3O)nc(N/N=C/c3cccnc3)n2)cc1	-5	3	-1	12	0	-26	2	0.6	13
O=C1NC(c2ccccc2)(C(F)(F)F)SC2=NCCCN12 (stereo not given)	-7	2	-3	-9	14	-9	-5	4.0	3
Cc1cc(C)c(NC(=O)C(C)(C)C)c(Cl)c1	-9	3	-2	4	33	-8[fluorescence artefact?]	-3	1.4	12
CCN(CC)C(=O)C(=O)c1c(-c2ccccc2)[nH]c2ccccc12	-8	7	12	0	-4	-7[fluorescence artefact?]	-4	-2.2	8
CCn1c(SCC(=O)NC2CCCCC2)nnc1-c1cc2cccc(OC)c2o1	-12	8	-1	7	-17&16	-9	-1	-1.1	10&6

Some of the entries so far, with bars between the fields:
compound | S1P4 antag | NPY-Y2 PAM-ag | NPY-Y1 antag | NPY-Y1 PAM-ag | EP2 mod | eIF4E-4G inh | p97 inhibitor | S1P4 ag | PGE2 EP2 inh
Cc1ccc(O)c(C(CC(=O)N2CCCC2)c2ccccc2)c1 (stereo not given) | 5 | 0 | -4 | 3 | 5 | 2 | -1 | 3.2 | 9
O=C(CSc1ccccc1F)NC1CCS(=O)(=O)C1 (stereo not given) | -20 | -10 | -5 | 3 | 15 | 2 | -1 | -1.0 | 4
COc1ccc(CCNC(=O)C23CCC(C)(C(=O)C2=O)C3(C)C)cc1OC (stereo not given) | -2 | -1 | 0 | 1 | 8 | -2 | 4 | 2.9 | 3
CCCNc1nc2ccccc2c(=O)[nH]1 | -6 | -2 | 7 | -5 | 26 | 2 | 4 | -1.2 | 10
CC(C)N1CCC(N2CCN(C3CCCC3)CC2CCO)CC1 (stereo not given) | -42 | -5 | -4 | 3 | 0 | -2 | 1 | 1.1 | 3
Cc1ccc(S(=O)(=O)N2CCC(C)CC2)c([N+](=O)[O-])c1 | 8 | 9 | -6 | 4 | 20 | 2 | 0 | -1.8 | 6
O=C(NCc1ccc2c(c1)OCO2)c1cc(-c2cc(Cl)ccc2O)n[nH]1 | -5 | -16 | nt | -43 | -52 | 3 | 2 | 2.4 | 15
Cc1ccc(-c2cc(-c3ccccc3O)nc(N/N=C/c3cccnc3)n2)cc1 | -5 | 3 | -1 | 12 | 0 | -26 | 2 | 0.6 | 13
O=C1NC(c2ccccc2)(C(F)(F)F)SC2=NCCCN12 (stereo not given) | -7 | 2 | -3 | -9 | 14 | -9 | -5 | 4.0 | 3
Cc1cc(C)c(NC(=O)C(C)(C)C)c(Cl)c1 | -9 | 3 | -2 | 4 | 33 | -8[fluorescence artefact?] | -3 | 1.4 | 12
CCN(CC)C(=O)C(=O)c1c(-c2ccccc2)[nH]c2ccccc12 | -8 | 7 | 12 | 0 | -4 | -7[fluorescence artefact?] | -4 | -2.2 | 8
CCn1c(SCC(=O)NC2CCCCC2)nnc1-c1cc2cccc(OC)c2o1 | -12 | 8 | -1 | 7 | -17&16 | -9 | -1 | -1.1 | 10&6

New compounds follow:
SMILES	S1P4 antag	NPY-Y2 PAM-ag	NPY-Y1 antag	NPY-Y1 PAM-ag	EP2 mod	eIF4E-4G inh	p97 inhibitor	S1P4 ag	PGE2 EP2 inh
CN1CCN(S(=O)(=O)c2ccc(SCCOc3ccccc3)nc2)CC1	-15	-8	2	-13	-26	-5	-14	-0.9	6
COc1ccc(-c2cc3nc(C)c(CCC(=O)N4CCN(c5ccccn5)CC4)c(C)n3n2)c(OC)c1	-11	-21	-3	3	-24	6	-2	1.6	3
Cc1ccc(Cl)cc1N1CCN(Cc2nc3ccsc3c(=O)[nH]2)CC1	11	-4	8	-23	-3	-5	2	-1.8	16
CC1CC(=O)Nc2ccccc2N1S(=O)(=O)c1cccc(Cl)c1 (stereo not given)	-15	6	4	-11	-10	-3[fluorescence artefact?]	7	1.2	6
Cc1cc(C)cc(NC(=O)C(=O)NCCc2c[nH]c3ccccc23)c1	-3	-6	13	1	-79	3	8	0.0	10
CCOCCOC(=O)C(C)Oc1ccc(Oc2ncc(Cl)cc2Cl)cc1 (stereo not given)	-4	1	3	7	19	-3	1	2.3	4
O=C(NC(Cc1ccccc1)c1ccc2c(c1)OCCCO2)c1ccccc1 (stereo not given)	-1	-4	11	-5	0	-1	2	-4.8	6
O=C(O)CCCn1cc(NC(=O)COc2ccc([N+](=O)[O-])cc2)cn1	-7	-6	2	-6	13	6	-1	0.7	2
COc1ccc(Nc2cc(Cl)nc(N)n2)cc1OC	-5	8	4	3	-43	-2	0	-0.4	5
COc1ccc(OCCCC(=O)Oc2ccc(OC)cc2)cc1	-7	-14	10	-46	1	-5	-4	-3.5	2
O=C(c1cnn2c(C(F)F)cc(-c3ccccc3)nc12)N1CCCc2ccccc21	4	1	4	0	-46	-4	0	-1.0	7
Oc1ccc(-c2[nH]nc(-c3ccccc3)c2-c2nc3ccccc3[nH]2)cc1	2	-35	13	-1	2	-2	3	-2.9	1
CCOC(=O)CSC1=NC(=O)CS1	0	15	-15	12	-2	-4	11	-0.3	15
O=C(OCn1nnc2ccccc2c1=O)C1=COCCO1	-34	4	-3	-6	27	4	4	-0.9	7
O=C(c1ccccc1)N1CCN(c2ncnc3c(-c4ccccc4)nsc23)CC1	5	11	-3	-8	-50	2	3	2.5	9
COC(=O)CNC(=O)COC(=O)Cc1ccc(Cl)cc1	-19	4	0	7	33	2	3	1.2	6
NC(=O)c1ccc(N2CCN(S(=O)(=O)c3ccccc3)CC2)c([N+](=O)[O-])c1	-12	31*	7	19	-65	-5	2	0.7	9
CCOC(=O)c1c(C(=O)OCC)c(C)n(CCc2ccc(OC)c(OC)c2)c1C	-12	-9	5	0	12	-2	-3	0.0	7
COc1cc(/C=N/OCC(=O)NC2CCCCC2)ccc1OCc1ccccc1	12	-7	-2	-1	-6	2	-2	-2.0	13
CC1(C)CCc2cc(-c3ccnc(=S)[nH]3)ccc2O1	-7	-10	nt	12	-6	1	8	1.4	10
O=C(Nc1ccc(-c2nnc(-c3ccccc3)o2)cc1)C1CCCO1 (stereo not given)	0	-10	3	19	9	-5	0	-1.2	5
COCCN(C(=O)CCC(=O)Nc1ccccn1)C(C(=O)NCCC(C)C)c1ccc(OC)cc1 (stereo not given)	2	-1	-6	-14	4	-14	-2	0.0	13
COc1ccc(C=O)cc1Cn1c(=O)n(CCC(=O)NCc2ccco2)c(=O)c2sccc21	-2	-11	4	6	24	0	3	3.4	10
O=C(Nc1ccc(Br)cn1)C1CCN(S(=O)(=O)c2cccs2)CC1	-13	30	nt	21	-25	-3	5	1.0	9
NC(=O)c1c(NC(=O)c2cnccn2)sc2c1CCCC2	-4	4	-5	-19	-33	-1	9	0.3	3
O=C(Nc1nc2ccccc2n1CCN1CCOCC1)c1cn(-c2ccccc2)nc1-c1ccccc1	9	-1	1	4	1	-2	5	0.1	nt
CCC(=O)Nc1ccc(S(=O)(=O)c2ccc(NC(=O)CC)cc2)cc1	4	2	2	-16	3	0	2	-1.8	10
CCOC(=O)c1c(C)[nH]c(C(=O)N/N=C\c2ccccc2O)c1C	-7	8	9	-4	-17	4	3	5.7	32
CCN(CC)c1ccc(N2C(=O)/C(=C/c3cccnc3)SC2=S)cc1	-8	12	3	-7	13	-3	-2	-1.2	9
CCOC(=O)Cn1c(SC)nc2sc3c(c2c1=O)CC(C)(C)OC3	-12	14	1	9	23	5	5	1.6	5
COCCCNC1=C(Cl)C(=O)c2ccccc2C1=O	15	-28	nt	2	-34	4	1	-1.2	10
Cc1c(CCO)c(=O)[nH]n1C(=O)c1ccc(F)cc1	3	3	3	-12	32	0	-3	0.7	5
COC(=O)c1sc(N2CCN(c3ccc(Cl)cc3)CC2)nc1N	-18	17	-4	5	-6	5	-2	2.2	4
C/C(CC(=O)Nc1ccc(Cl)cn1)=N\NC(=O)Cc1cccs1	-4	7	nt	16	-13	4	7	0.3	7
Cc1nc([N+](=O)[O-])c(C(=O)OCc2ccc(C#N)cc2)n1C	1	-4	-4	10	-6	5	3	-0.2	2
CCNC(=S)Nc1ccc(N(c2ccccc2)C(C)C)cc1	4	-7	2	-2	-16	2	0	-1.5	10
COc1ccc(-c2nn(-c3ccccc3)cc2/C=N/n2cnnc2)cc1OC	-19	12	3	-18	8	-1[fluorescence artefact?]	4	0.4	16
CCn1ccnc1[C@@H]1C[C@H]2CN(c3ccccc3OC)C(=O)[C@]23CCCN13	-15	-3	-7	-7	-1	5	-3	0.2	2
CCCCNS(=O)(=O)c1ccc2nc(SCC(=O)c3ccc(C#N)cc3)[nH]c2c1	-22	3	4	5	-11	-60	6	-0.9	20
Cn1nc(C(F)(F)F)cc1-c1ccc(S(N)(=O)=O)s1	2	-15	nt	0	-12	-2	5	0.7	5
CC(C)(C)OC(=O)NCCc1nnc(SCc2c(Cl)cccc2Cl)o1	-22	-23	4	-1	-1	-8	-9	1.4	8

Given with two lines to a compound: 2 of the compounds above.
Values run as follows: S1P4 antag	NPY-Y2 PAM-ag	NPY-Y1 antag	NPY-Y1 PAM-ag	EP2 mod	eIF4E-4G inh	p97 inhibitor	S1P4 ag	PGE2 EP2 inh
CCOC(=O)c1c(C)[nH]c(C(=O)N/N=C\c2ccccc2O)c1C
 : -7	8	9	-4	-17	4	3	5.7	32
Cc1nc([N+](=O)[O-])c(C(=O)OCc2ccc(C#N)cc2)n1C
 : 1	-4	-4	10	-6	5	3	-0.2	2

Not all compounds are listed, so the mix of outcomes need not match the whole.
